# PG9 Ab binder – small molecules binding HIV-1 gp120 antibody PG9; TR-FRET gp120-PG9 antibody binding; inhibition, % at 6.7 µM; actives 0.43% (n = 360,000); in the data active means inhibition above about 8.5%
# PLC-beta3 inh – blocks human PLC-beta3 enzyme activity; actives 0.18% (n = 370,000); inhibition, % at 12.2 µM; AID 720704; Q01970; Purified PLC-beta3, fluorogenic substrate, fluorescence; in the data active means inhibition above about 11%;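 further: 0% = median of compound wells on plate and 100% = full blocker control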
# ssDAF-12 act – activates DAF-12 receptor from parasite S. stercoralis. HEK293 ssDAF-12/GRIP1 lit1-tk-luc reporter, luminescence; % of 3 µM dafachronic acid response. activation, % at 6.8 µM. actives 1% (n = 370,000);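 active means activation above the mean over all tested compounds plus 3 SD, cut at about 0.9% in these data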;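 further: 0% = DMSO-only wells and 100% = 3 µM delta7-dafachronic acid wells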
# DAX1 inh-1 – inhibits human nuclear receptor DAX1 | P51843 | inhibition, % at 6.75 µM | AID 504766 | actives 0.99% (n = 340,000) | HEK293 Gal4-DAX1 luciferase reporter, luminescence;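 active means inhibition above the mean over all tested compounds plus 3 SD, cut at about 4.2% in these data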;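 further: 0% = DAX1-transfected cells with DMSO and 100% = empty-vector control cells with DMSO; inhibition shows as a rise in luminescence from relieved DAX1 repression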
# Target sequence (P51843 207-470 limits assumed): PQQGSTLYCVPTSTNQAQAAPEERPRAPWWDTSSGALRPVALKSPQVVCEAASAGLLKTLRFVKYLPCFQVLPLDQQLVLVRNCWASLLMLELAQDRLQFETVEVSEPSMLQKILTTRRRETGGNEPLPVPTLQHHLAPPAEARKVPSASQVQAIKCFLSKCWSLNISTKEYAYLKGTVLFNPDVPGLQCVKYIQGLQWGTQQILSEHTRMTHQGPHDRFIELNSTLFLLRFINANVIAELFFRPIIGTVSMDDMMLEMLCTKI
# sPLA2-III inh – Blocks human group III sPLA2 activity; Q9NZ20; QFRET BODIPY PC-A2 liposome hydrolysis, fluorescence; inhibition, % at 12.2 µM; actives 0.56% (n = 370,000);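 active means inhibition above mean plus 3 SD of compounds lying within the high and low control bounds, cut at about 19% in these data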;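 further: 0% = median of test compound wells and 100% = no enzyme DMSO wells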
# Target sequence (Q9NZ20 whole entry, looked up): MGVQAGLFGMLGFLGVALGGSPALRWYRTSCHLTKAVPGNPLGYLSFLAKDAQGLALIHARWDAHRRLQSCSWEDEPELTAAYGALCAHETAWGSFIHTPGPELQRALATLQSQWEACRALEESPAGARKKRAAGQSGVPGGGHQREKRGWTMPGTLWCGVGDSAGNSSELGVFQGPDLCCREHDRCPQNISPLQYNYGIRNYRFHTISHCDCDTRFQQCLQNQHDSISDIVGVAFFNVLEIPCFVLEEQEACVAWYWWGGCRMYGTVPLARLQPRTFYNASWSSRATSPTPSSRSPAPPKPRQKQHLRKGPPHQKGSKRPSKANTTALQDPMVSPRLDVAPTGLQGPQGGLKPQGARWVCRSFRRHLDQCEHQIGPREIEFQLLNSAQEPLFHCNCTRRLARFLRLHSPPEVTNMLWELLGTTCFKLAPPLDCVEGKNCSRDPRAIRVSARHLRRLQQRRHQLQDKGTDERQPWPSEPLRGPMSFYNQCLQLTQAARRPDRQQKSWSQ
# hgDAF12 agonist – agonists of H. glycines DAF-12 nuclear receptor. HEK293 GAL4-hgDAF12 UAS-luciferase reporter, agonist luminescence; normalized to butyrate control. activation, % at 6.8 µM. actives 1.8% (n = 370,000);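 active means activation above a cutoff set at the mean of all screened compounds plus 3 SD, cut at about 10% in these data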;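 further: 0% = DMSO wells and 100% = sodium butyrate wells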
# hcDAF12 agonist – H. contortus DAF-12 activation, primary screen; HEK293 hcDAF-12 lit1-tk-luc reporter, luminescence; 0% DMSO, 100% Δ7-dafachronic acid; activation, % at 6.8 µM; actives 1.4% (n = 370,000);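 active means activation above the mean of all tested compounds plus 3 SD, cut at about 5.5% in these data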;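 further: 100% = response to 3 µM Δ7-dafachronic acid high control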
# SMARCA2 act – SMARCA2 function activation, primary screen. MG213 cells, MMTV-luciferase reporter, dexamethasone, overnight. activation, % at 9.1 µM. actives 1% (n = 370,000). AID 652017; in the data active means activation above about 7.8%;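 further: 0% = vehicle wells and 100% = reference activator wells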
# FXN GAA850 act – frataxin GAA850 promoter activation; HEK293 lucGAA850 FXN promoter luciferase reporter, 24 h; percent of 10 µM SAHA response; activation, % at 6 µM; actives 0.56% (n = 360,000); AID 540364;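 active means activation above the average of all compounds screened plus 3 SD, cutoff fixed separately per campaign, cut at about 7.5% in these data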;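 further: 0% = DMSO wells and 100% = 10 µM SAHA wells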
# DAX1 inh-2 – blocks DAX1 repression of SF-1 activated StAR promoter. HEK293T StAR-luciferase reporter, SF-1/DAX-1 repression relief. inhibition, % at 6.8 µM. actives 1.1% (n = 370,000). AID 652010;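 active means inhibition above the mean over all tested compounds plus 3 SD, cut at about 3.6% in these data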;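 further: 0% = DAX-1 cells with DMSO and 100% = cells lacking DAX-1 with DMSO; higher inhibition means more luminescence from relief of DAX-1 repression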
# Rev-erbA mod – modulators of human Rev-erb alpha DNA binding; Rev-erbα–FITC-DNA binding, fluorescence polarization, 90 min; activity, % at 10 µM; AID 1259318; actives 0.79% (n = 370,000);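 active means activity above about 14%, limit read from the data; passing the limit was not always enough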;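 further: 0% = DMSO wells with 35 nM protein and 100% = DMSO wells with 750 nM protein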
# Numbers without * were called inactive; . = not tested or not shown.
SMILES,PG9 Ab binder,PLC-beta3 inh,ssDAF-12 act,DAX1 inh-1,sPLA2-III inh,hgDAF12 agonist,hcDAF12 agonist,SMARCA2 act,FXN GAA850 act,DAX1 inh-2,Rev-erbA mod
Cc1cc(N2CCN(C)CC2)nc(=S)[nH]1,0.1,-2,-1.4,0.9,11,-0.8,-1.0,-1,-0.5,0.7,-2
O=C(COc1ccc(Br)cc1)NCCCNC(=O)c1ccncc1,-1.3,-3,-1.1,0.8,-1,-1.4,0.1,0,0.7,0.8,-1
Cc1ccc(C(=O)NC2CC2)cc1S(=O)(=O)N1CCOCC1,0.8,-9,-1.2,0.4,17,-0.6,-2.6,-1,0.9,0.5,-5
COc1cccc(-c2ncn(CCc3ccccc3OC)c2C(C)C)c1,-0.3,7,-2.4,.,-3,-4.2,-4.7,-5,.,-4.0,2
Cc1ccc(CNC(=O)c2ccccc2NC(=O)CN2CCN(C)CC2)cc1,-0.6,-9,-0.8,-0.6,11,0.9,1.6,-2,-2.1,0.3,3
O=C1NCCN(CC2CCN(CCC3CCCC3)CC2)C1=O,-0.1,1,-1.1,0.3,3,-0.2,0.8,-3,0.4,3.5,8
CNC1=C(N(C(C)=O)c2ccc(Br)cc2)C(=O)c2ccccc2C1=O,-2.5,5,-2.6,-5.3,-9,-15,-6.4,-9,-8.9,-4.5,7
Cc1nccnc1Sc1ccccc1,-0.6,0,2.0*,-0.1,2,-1.6,0.5,-1,-1.6,0.1,3
O=C(CN1C(=O)S/C(=C\c2cccs2)C1=O)Nc1ccc(C(=O)O)c(O)c1,-2.2,-4,-0.8,1.4,-31,0.8,-0.3,0,0.1,-0.3,6
CN(Cc1cccnc1)C(=O)c1cc(COc2ccc3ncccc3c2)on1,-1.9,-8,-2.9,-3.0,-7,-4.1,-2.0,-7,-4.5,-3.2,5
O=C(O)CCC(=O)N1CCc2cc(S(=O)(=O)NC3CCCc4ccccc43)ccc21 (stereo unspecified),-0.6,4,-1.5,3.7,-2,1.8,0.2,0,2.7,0.9,-4
COc1ccc(/C=C(/NC(=O)c2ccccc2)C(=O)N/N=C/c2ccncc2)cc1,-1.4,-3,-1.6,-1.5,4,1.1,-2.1,-4,1.6,-0.7,1
COc1cccc(S(=O)(=O)Nc2cccnc2)c1,-0.7,6,-0.8,0.7,4,0.1,1.6,0,-2.5,0.5,-1
Cc1ccc(C)c(OCCn2cc(/C=C(\C#N)C(=O)NCC3CCCO3)c3ccccc32)c1 (stereo unspecified),-2.7,-1,-1.8,-1.4,-6,-0.5,-0.5,0,1.1,0.6,3
COC(=O)c1ccccc1NC(=O)c1cncc(Br)c1,1.3,-3,-1.8,0.2,0,-2.4,1.4,0,-2.7,0.0,-3

# An excerpt of these results, tab-delimited.
SMILES	PG9 Ab binder	PLC-beta3 inh	ssDAF-12 act	DAX1 inh-1	sPLA2-III inh	hgDAF12 agonist	hcDAF12 agonist	SMARCA2 act	FXN GAA850 act	DAX1 inh-2	Rev-erbA mod
Cc1ccc(C)c(OCCn2cc(/C=C(\C#N)C(=O)NCC3CCCO3)c3ccccc32)c1 (stereo unspecified)	-2.7	-1	-1.8	-1.4	-6	-0.5	-0.5	0	1.1	0.6	3
COc1cccc(S(=O)(=O)Nc2cccnc2)c1	-0.7	6	-0.8	0.7	4	0.1	1.6	0	-2.5	0.5	-1
COc1cccc(-c2ncn(CCc3ccccc3OC)c2C(C)C)c1	-0.3	7	-2.4	.	-3	-4.2	-4.7	-5	.	-4.0	2
O=C(CN1C(=O)S/C(=C\c2cccs2)C1=O)Nc1ccc(C(=O)O)c(O)c1	-2.2	-4	-0.8	1.4	-31	0.8	-0.3	0	0.1	-0.3	6
O=C1NCCN(CC2CCN(CCC3CCCC3)CC2)C1=O	-0.1	1	-1.1	0.3	3	-0.2	0.8	-3	0.4	3.5	8

# (continued)
SMILES,PG9 Ab binder,PLC-beta3 inh,ssDAF-12 act,DAX1 inh-1,sPLA2-III inh,hgDAF12 agonist,hcDAF12 agonist,SMARCA2 act,FXN GAA850 act,DAX1 inh-2,Rev-erbA mod
COc1cc(O)c(C(CCN2CCCCC2)c2ccc3c(c2)OCO3)c(OC)c1 (stereo unspecified),-0.9,3,-1.3,4.3*,-6,1.5,1.4,0,-2.4,1.6,-1
N=c1n(CCO)c2ccccc2n1CCN1CCCCC1,-2.2,-5,-1.7,-0.6,5,-0.9,0.1,-4,2.4,-1.0,5
Cc1cccc(S(=O)C(c2ccccc2)c2ccccc2)c1 (stereo unspecified),0.8,3,-0.6,1.3,-5,0.3,-1.8,0,1.5,-0.3,6
COc1ccccc1CNC(=O)COc1ccc(S(=O)(=O)N2CCCC2)cc1,-0.8,-4,-0.7,-0.8,0,3.9,2.4,-1,2.2,0.0,1
COc1ccccc1CC(=O)NCc1nn(-c2ccccc2)nc1C,1.0,-9,-1.8,1.3,4,1.3,-1.2,-4,-2.0,-0.2,-2
COc1ccc(S(=O)(=O)N2CCCCC2)cc1NC(=O)C1CC1(Cl)Cl (stereo unspecified),1.9,0,-1.5,0.9,-4,-0.8,-2.4,-1,1.0,0.6,10
O=C(OCc1nc2ccccc2s1)c1ccc(Br)s1,0.0,-3,1.1*,2.0,-4,5.0,2.7,5,0.8,0.0,3
CCCCCn1c(=O)[nH]c2cc(C(=O)N3CCN(c4ccccc4F)CC3)ccc2c1=O,-3.1,-5,-1.1,-1.1,5,-0.3,-0.8,1,-4.1,-0.5,-4
Cc1nnc(NC(=O)CSc2nccn2C)s1,2.0,2,-1.2,-0.5,3,1.1,-2.3,-2,-0.5,0.2,-1
Cc1nnc2c3ccccc3c(-c3ccccc3)nn12,-2.9,-6,-1.1,4.1,-3,-1.3,-1.0,2,6.1,-1.1,4
Cc1ccc(-n2nnnc2-c2cccs2)cc1[N+](=O)[O-],-0.1,-2,-1.7,2.2,-6,-0.6,-1.1,-1,1.0,-0.8,-1
CCN1/C(=C/c2cc[n+](C)cc2)C=Cc2cc(C)ccc21,-11,-8,-1.5,0.7,9,-1.0,-3.3,-4,-6.8,-1.2,-3
NC(=O)c1ccc(NC(=O)COC(=O)C2CCN(S(=O)(=O)c3cccs3)CC2)cc1,-4.7,-3,-1.3,1.0,-2,3.4,0.2,-4,-1.2,1.0,0
CC(=O)NC1=NN(C(C)=O)C(C)(c2ccccn2)S1 (stereo unspecified),-2.0,2,-1.2,2.0,0,1.9,-2.7,-2,-0.3,-0.3,0
Clc1ccc(C2=CSC3=NCCN23)cc1Cl,0.1,-7,0.2,1.8,3,2.6,3.3,-1,1.5,0.3,-3
CC(=O)C1=C(O)C(=O)N(c2ccc(O)cc2)C1c1cccc([N+](=O)[O-])c1 (stereo unspecified),-3.5,0,-1.4,-0.8,-7,-0.2,-0.6,-2,-0.7,0.1,-6
COc1ccc(C(=O)Nc2ccccc2C(=O)NC(Cc2ccc(O)cc2)C(=O)NNC(=O)c2ccccc2Cl)cc1 (stereo unspecified),6.6,-1,-1.6,-1.2,-30,0.1,0.1,2,1.4,-0.2,24*
CC(=O)Nc1ccc(NC(=O)COC(=O)/C=C/c2ccc3c(c2)OCO3)cc1,1.1,-45,-0.3,0.0,2,1.9,-0.4,1,0.7,-0.2,9
O=C(CCc1nc2ccccc2c(=O)[nH]1)Nc1ccc(Cl)c(Cl)c1,5.6,-15,-0.1,-0.9,-10,1.8,3.3,-1,1.8,0.5,8
O=C(CCCCCN1C(=O)c2ccccc2C1=O)Nc1ccccc1F,-0.1,-6,-1.2,-1.3,0,3.9,1.6,-2,-0.8,0.3,-1
CCn1nc(C(=O)Nc2ccc(Cl)c(S(=O)(=O)N3CCOCC3)c2)c2ccccc2c1=O,2.5,-3,-0.9,-0.8,-2,0.9,-0.9,-3,-0.2,-0.4,0
O=C(NCc1ccco1)C(c1cccnc1)N(C(=O)Cn1nnc2ccccc21)c1ccc(F)cc1 (stereo unspecified),-1.3,0,-1.0,0.7,3,-2.3,-1.5,-1,-3.2,-0.9,-10
CC1=NNC(=O)C1CC(=O)N/N=C/c1cccs1 (stereo unspecified),0.8,-3,-1.6,3.4,3,-0.5,0.7,-1,-0.6,0.1,-4
N#Cc1ccc(CSc2ncnc3c2cnn3Cc2ccccc2)cc1,-1.1,-3,-0.6,-0.1,2,0.5,0.4,0,-0.4,-0.1,-1
CCCCCCn1c(N(CC)CC)nc2c1c(=O)[nH]c(=O)n2C,0.4,5,-2.1,-2.3,-5,-2.9,-2.5,2,2.5,-0.6,-3
NC(=O)c1nc(-c2ccco2)nc2c1[nH]c(=O)n2-c1ccc(Cl)c(Cl)c1,-2.0,-11,-1.4,-0.1,6,-0.4,-0.5,-1,2.6,0.8,-10
CN(CCC#N)S(=O)(=O)c1ccc2c(c1)c(=O)n(C)c(=O)n2C,-0.1,0,-1.4,1.4,2,-3.2,-2.1,-3,0.2,0.7,-1
Cc1cc(C)c(S(=O)(=O)NCC2CCC(C(=O)NCc3ccccn3)CC2)c(C)c1 (stereo unspecified),0.6,-1,-2.0,-0.5,-1,0.7,0.2,0,-0.9,0.1,-3
CC(C)c1ccc(-c2nn(-c3ccccc3)cc2C(=O)NCC2CCCO2)cc1 (stereo unspecified),-2.5,-4,-0.7,-0.9,5,-1.5,-1.8,-1,-0.4,-0.7,0
CC(=O)c1cccc(NC2c3ncccc3C(=O)N2Cc2ccco2)c1 (stereo unspecified),1.3,-27,-0.6,0.2,5,-0.5,-0.9,-2,4.2,-0.3,-3

# Individual results from the entries so far.
# sPLA2-III inh result of `O=C(CCCCCN1C(=O)c2ccccc2C1=O)Nc1ccccc1F` → 0
# SMARCA2 act result of `COc1ccc(C(=O)Nc2ccccc2C(=O)NC(Cc2ccc(O)cc2)C(=O)NNC(=O)c2ccccc2Cl)cc1` (stereo unspecified) → 2

# Next section.
SMILES,PG9 Ab binder,PLC-beta3 inh,ssDAF-12 act,DAX1 inh-1,sPLA2-III inh,hgDAF12 agonist,hcDAF12 agonist,SMARCA2 act,FXN GAA850 act,DAX1 inh-2,Rev-erbA mod
Cc1cc(C)nc(SCc2cc(=O)c(OC(=O)c3ccc(S(=O)(=O)N(C)C)cc3)co2)n1,-0.9,1,-1.1,0.7,11,-0.7,0.7,-1,-0.3,0.4,1
CC1CC(=O)c2cn3c(nc2C1)nc1ccccc13 (stereo unspecified),-1.0,-173,-0.1,1.1,2,-0.8,-1.4,-2,-0.5,-0.5,-8
CCCCn1c(SCC(=O)Nc2nnc(C)s2)nnc1-c1ccncc1,-0.5,1,-1.2,2.0,-1,0.5,1.0,2,0.3,0.8,-2
CSc1ccc(-c2cccc3nncn23)cc1,0.2,-367,-1.1,.,3,0.3,-2.0,-1,3.6,1.5,10
Fc1ccc(-c2nc3ccccc3c3nc4ccccc4n23)cc1,0.7,-34,-1.6,-0.4,7,-0.3,-0.6,2,2.2,-0.2,26*
CC1CCN(c2ccccc2NC(=O)c2ccc(F)cc2)CC1,-0.5,2,-2.4,0.3,2,0.6,-1.5,-3,0.8,0.1,6
CCOC(=O)c1ccc(NC(=O)NCc2ccn(CC)n2)cc1,0.3,4,0.0,1.2,2,0.1,-0.3,-2,0.4,-0.1,3
O=C(N/N=C\c1cccc([N+](=O)[O-])c1O)C1COc2ccccc2O1 (stereo unspecified),-0.8,-1,-1.0,-0.4,-1,0.2,-0.6,-5,1.5,-0.5,2

# Assay outcomes: PubChem BioAssay, several laboratories
